# Compound activity (PubChem)
# E-selectin induc – E-selectin induction in HUVECs, primary screen, imaging, HUVEC, immunofluorescence imaging, single point; P16581; normalized: neutral wells 0, TNF-alpha wells 100; activation, % at 7.58 µM; 0.37% of 260,000 active; AID 686992, 2013;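 active = mean E-selectin-positive cell signal at least 10% of the positive control, reached in at least 60% of replicates, without over 20% cell loss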;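 note: in these data hits start at about 27%; measured in HUVEC primary endothelial cells; signal is the percent of cells scored E-selectin positive by PE staining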
#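 material = human umbilical vein endothelial cells (HUVEC), E-selectin induction | quantity = 3,000 cells/well | medium = EGM-2 growth medium on 0.1% gelatin-coated wells | technique = immunofluorescence imaging | read-out basis = % PE-positive cells | control set = TNF-alpha positive control, DMSO neutral control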
# Cneo AK release – Cryptococcus neoformans cell lysis inducers, primary screen, AK release luminescence, single concentration; lysis activity, % at 15 µM; 0.2% of 360,000 active; C. neoformans lysis, adenylate kinase release luminescence, 4 h; normalised: neutral wells 0, clomiphene wells 100;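 active = mean lysis activity across replicates of at least 80%, whatever share of replicates individually reach that level; inactive = mean lysis activity below 80%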
#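 Test system: log-phase Cryptococcus neoformans yeast cells. Input: 5 × 10^6 yeast cells/mL. Medium: fresh YPD growth medium. Doses: single dose. Incubation: static 4 h at 37 °C with compound, 1 h detection. Measured by: luminescent adenylate kinase detection reagent. Read-out: signal increase indicating cell lysis. Benchmarks: Clomiphene.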
# RAD54 branch – inhibitors of human RAD54 branch migration, primary screen, biochemical, fluorescence, single point. DNA repair and recombination protein RAD54-like (Homo sapiens), Q92698. RAD54 Holliday junction branch migration, FAM/BHQ fluorescence. inhibition, % at 10.4 µM. 0.14% of 360,000 active. AID 602329, 2012;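 active = mean normalized replicate activity at least 40 and at least half of replicates scoring 40 or more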;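 note: 0% = median of neutral control wells and 100% = median of positive control wells; inhibitors cause a drop in the FAM fluorescence signal; in these data hits start at about 50%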
# PglD DTNB – C. jejuni PglD acetyltransferase inhibitors, primary screen, biochemical, DTNB colorimetric, single point; 0.098% of 360,000 active; inhibition, % at 12.5 µM; AID 602405, 2012; purified PglD enzyme, DTNB colorimetric CoA detection; UDP-N-acetylbacillosamine N-acetyltransferase PglD (Campylobacter jejuni); in the data active = inhibition above about 16%, passing the limit was not always enough; note: strong numbers were not always called active
# ERAP1 HTS inh – human ERAP1 aminopeptidase inhibitors, primary screen, biochemical, single point, plate reader; Endoplasmic reticulum aminopeptidase 1 (Homo sapiens), Q9NZ08; recombinant ERAP1, Leu-AMC fluorescence, 60 min; inhibition, % at 10.7 µM; 0.15% of 340,000 active;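 active = mean replicate inhibition of at least 30%, or all replicates individually reaching that 30% level; inactive = mean below 30% and not every replicate reaching it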;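 note: 0% = neutral control wells and 100% = L-leucinethiol positive control wells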
# Target sequence (Q9NZ08 whole entry, looked up): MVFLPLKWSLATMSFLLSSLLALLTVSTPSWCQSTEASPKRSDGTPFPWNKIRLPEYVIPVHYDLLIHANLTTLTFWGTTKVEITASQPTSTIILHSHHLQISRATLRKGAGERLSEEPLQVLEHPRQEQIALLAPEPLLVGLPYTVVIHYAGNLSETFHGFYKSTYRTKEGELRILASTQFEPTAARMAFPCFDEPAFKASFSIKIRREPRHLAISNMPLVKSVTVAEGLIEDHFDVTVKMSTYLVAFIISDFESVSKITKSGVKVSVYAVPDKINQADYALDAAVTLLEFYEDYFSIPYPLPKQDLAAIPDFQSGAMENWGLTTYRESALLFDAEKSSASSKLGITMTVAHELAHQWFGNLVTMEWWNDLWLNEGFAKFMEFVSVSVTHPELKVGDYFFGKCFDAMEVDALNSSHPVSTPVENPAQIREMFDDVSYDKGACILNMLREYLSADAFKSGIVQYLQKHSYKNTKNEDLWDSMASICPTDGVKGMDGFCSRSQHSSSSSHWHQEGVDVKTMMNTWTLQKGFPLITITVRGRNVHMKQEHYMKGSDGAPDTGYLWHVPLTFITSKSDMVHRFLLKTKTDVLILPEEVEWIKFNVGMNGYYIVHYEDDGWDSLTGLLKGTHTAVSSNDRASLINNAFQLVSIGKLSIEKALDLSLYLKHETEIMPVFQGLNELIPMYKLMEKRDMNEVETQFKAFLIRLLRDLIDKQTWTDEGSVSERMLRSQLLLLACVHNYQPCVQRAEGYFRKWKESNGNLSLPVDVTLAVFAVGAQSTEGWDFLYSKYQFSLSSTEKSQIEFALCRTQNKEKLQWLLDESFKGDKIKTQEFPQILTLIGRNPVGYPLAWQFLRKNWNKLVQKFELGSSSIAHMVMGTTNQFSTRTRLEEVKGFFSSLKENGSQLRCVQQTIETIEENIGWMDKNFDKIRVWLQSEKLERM
# RAD52 inh – RAD52 DNA annealing inhibitors, primary screen, biochemical, FRET, single point, set 2. DNA repair protein RAD52 homolog (Homo sapiens), P43351. recombinant RAD52 DNA annealing, FRET fluorescence. inhibition, % at 18.7 µM. 0.46% of 360,000 active;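 active = every replicate showing at least 50% inhibition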
# PGC1a acetyl inh – inhibitors of PGC1a acetylation signal, primary screen, cell-based, U2OS, AlphaScreen, inhibitor mode; inhibition, % at 15.6 µM; 0.17% of 350,000 active; AlphaScreen anti-acetyl-lysine; with virally co-expressed GCN5 acetyltransferase;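 active = every replicate shows inhibition of at least 40%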;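 note: 0% = neutral control wells and 100% = positive control wells; some results beyond the cut were filed as inactive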
# miR-122 sensor – miR-122 Renilla sensor signal increase in Huh7, primary screen, miR-122 inhibitor project, cell-based, single point, plate reader | activation (reporter increase), % at 12.5 µM | 0.3% of 340,000 active | Huh7 miR-122 Renilla luciferase sensor, 48 h; neutral wells = 0, positive control = 100;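 active = mean replicate activation score at least 90 and every replicate individually at or above 90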;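 note: higher luciferase means less miR-122 activity so hits act as miR-122 inhibitors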
# Starred values were filed as active, the others as inactive; x = not tested or not shown; [ ] = another dose, or the depositor's remark.
structure | E-selectin induc | Cneo AK release | RAD54 branch | PglD DTNB | ERAP1 HTS inh | RAD52 inh | PGC1a acetyl inh | miR-122 sensor
COc1ccc(CN(C)C[C@@H]2OCCCC[C@H](C)Oc3ccc(NC(=O)Cc4ccccc4)cc3C(=O)N([C@@H](C)CO)C[C@H]2C)cc1 | -0.2 | 2 | -4 | -1 | x | x | -2 | -14[16.7 µM]
CC(C)C#Cc1ccc2c(c1)O[C@@H](CN(C)C(=O)CC1CC1)[C@@H](C)CN([C@@H](C)CO)S2(=O)=O | -2.8 | 0 | 2 | 4 | x | x | -11 | -1[16.7 µM]
COc1ccc(Br)cc1CNC(=O)Nc1cccs1 | x | 0 | -8 | 5 | x | x | x | 106*
COC(=O)[C@H](CCSC)NC(=O)Cn1cnc2c(NCc3ccccc3)ncnc21 | -0.3 | 2 | 0 | -2 | -8 | 2 | -5 | 2
Cc1c(C)c2ccc(OCC(=O)NCCN3CCOCC3)c(C)c2oc1=O | -0.5 | 5 | 2 | 1 | 4 | -25 | 6 | -3
Cc1noc(C)c1NC(=O)N[C@H]1C=C[C@H](CC(=O)N2CCN(C)CC2)O[C@H]1CO | 0.3 | 0 | -5 | 2 | 0 | -7 | 4 | x
O=C(COc1ccc2ccc(=O)oc2c1)c1ccccc1 | 4.9 | 0 | 1 | 3 | x | -18 | x | -4
CC(C)(C)C(=O)Cn1c(=O)n(CC2CCCO2)c(=O)c2ccccc21 (configuration not stated) | x | 0 | 1 | -6 | x | x | -1 | -7
C[C@@H](NC(=O)[C@@H]1[C@@H](CO)[C@@H]2Cn3c(ccc(C4=CCCCC4)c3=O)[C@@H]2N1C)c1ccccc1 | -0.2 | 0 | -15 | 3 | 4 | -22 | 0 | -5[16.7 µM]
CNC[C@@H]1OCCCC[C@H](C)Oc2ccc(NC(=O)c3ccccc3)cc2C(=O)N([C@@H](C)CO)C[C@H]1C | 0.0 | 56 | -3 | -3 | 2 | -225 | 33 | -2[16.7 µM]
CCc1nc(NC(C)(C)C)c2cnn(-c3ccccc3)c2n1 | 14 | -1 | -5 | 1 | 2 | 8 | x | 7
O=C(O)c1ccc(N=c2oc3cc(O)ccc3cc2C(=O)NCc2ccccc2)cc1 | x | x | x | x | -8 | -15 | -8 | -3
Cc1cc(CNC(=O)C(C)Cc2ccccc2)nn1C (configuration not stated) | -0.2 | 0 | 1 | -3 | 0 | 0 | -5 | -2
CSCC[C@H](NC(=O)[C@H](Cc1ccccc1)n1c(=O)[nH]c2ccccc2c1=O)C(=O)N[C@@H](Cc1ccccc1)C(=O)O | x | 0 | -5 | -2 | x | -9 | 4 | -3
O=C(C[C@@H]1CC[C@H]2[C@@H](COC[C@@H](O)CN2C(=O)c2ccccc2F)O1)NCc1ccc(Cl)cc1 | -0.1 | 0 | 1 | -1 | 0 | 4 | -3 | 4[16.7 µM]
Cc1[nH]c(=O)[nH]c(=O)c1/C=N/NC(=O)CCCCCNC(=O)OC(C)(C)C | -0.1 | x | x | x | -5 | 5 | -13 | 14
COc1ccc(/C=C/c2nnc(NC(=O)CSc3ccc(Cl)cc3)s2)cc1 | x | -1 | -6 | 9 | x | x | 1 | 1
CCOc1ccccc1NC(=O)CC1Nc2ccccc2NC1=O (configuration not stated) | x | 0 | 1 | 5 | x | x | -18 | 12
Cc1ccc(C)c(C(=O)N(Cc2nc(-c3ccc(Cl)cc3)no2)C(C)C)c1 | 0.0 | 1 | 0 | 3 | 2 | 0 | -14 | -1
O=C(COC(=O)c1cc(=O)[nH]c2ccccc12)c1ccc(Br)cc1 | x | -3 | 4 | 1 | 5 | -12 | 2 | 3
CN(C)C(=O)C[C@H]1CC[C@H]2[C@@H](COc3ccc(NC(=O)NCc4ccccc4)cc3C(=O)N2C)O1 | -0.1 | 58 | -2 | 0 | -2 | 13 | -2 | 18[16.7 µM]
O=[N+]([O-])c1ncccc1OCc1ccccc1Br | -0.1 | 1 | 1 | 2 | 4 | -22 | -1 | 1
O=C(c1c(O)cc(O)cc1O)C1c2c(cc(O)c3c2O[C@H](c2ccc(O)cc2)[C@@H](O)C3)OC1c1ccc(O)cc1 (some centres not stated) | -0.2 | -4 | 9 | 0 | x | -34 | x | x
COc1ccc(OC)c(S(=O)(=O)Nc2cccc(O)c2)c1 | -0.1 | -3 | 11 | 2 | x | -13 | -6 | 51
CC(C)NC(=O)Nc1cccc2c1O[C@H](CN(C)CC1CCCCC1)[C@H](C)CN([C@@H](C)CO)C2=O | -0.2 | -4 | 2 | -2 | 0 | -2 | x | -4[16.7 µM]
O=C1OC(Cc2ccncc2)C(O)=C1C1=NCCCN1 (configuration not stated) | 0.0 | -1 | 4 | -7 | x | x | x | x
Cc1ccc(S(=O)(=O)Nc2ccc3c(c2)C(=O)N([C@@H](C)CO)C[C@H](C)[C@H](CN(C)C(=O)Nc2ccc(F)cc2)OCCCC[C@@H](C)O3)cc1 | x | 53 | -7 | -4 | -5 | 5 | -8 | 94*[16.7 µM]
COc1cc(C(O)c2nc(-c3cccc(C(C)C)c3)cs2)ccc1F (configuration not stated) | 0.1 | 1 | 15 | -22 | 1 | -13 | 1 | 0
O=C(C[n+]1ccccc1)N/N=C/c1ccccc1F | x | x | x | x | 2 | -12 | 7 | -3
O=C(C1CCCC1)N1CC[C@@H]2[C@H](CO)Nc3ccc(C#Cc4ccc(F)cc4)cc3[C@@H]21 | 54* | x | x | x | -4 | -30 | 8 | x

# A draw from above in order of formula weight, smallest number first.
structure | E-selectin induc | Cneo AK release | RAD54 branch | PglD DTNB | ERAP1 HTS inh | RAD52 inh | PGC1a acetyl inh | miR-122 sensor
O=C(C[n+]1ccccc1)N/N=C/c1ccccc1F | x | x | x | x | 2 | -12 | 7 | -3
COc1ccc(/C=C/c2nnc(NC(=O)CSc3ccc(Cl)cc3)s2)cc1 | x | -1 | -6 | 9 | x | x | 1 | 1
CC(C)NC(=O)Nc1cccc2c1O[C@H](CN(C)CC1CCCCC1)[C@H](C)CN([C@@H](C)CO)C2=O | -0.2 | -4 | 2 | -2 | 0 | -2 | x | -4[16.7 µM]

# A different layout for some results above.
# Value order: E-selectin induc, Cneo AK release, RAD54 branch, PglD DTNB, ERAP1 HTS inh, RAD52 inh, PGC1a acetyl inh, miR-122 sensor
> COc1cc(C(O)c2nc(-c3cccc(C(C)C)c3)cs2)ccc1F (configuration not stated)
    0.1, 1, 15, -22, 1, -13, 1, 0
> O=C(C[n+]1ccccc1)N/N=C/c1ccccc1F
    x, x, x, x, 2, -12, 7, -3

# More results:
structure | E-selectin induc | Cneo AK release | RAD54 branch | PglD DTNB | ERAP1 HTS inh | RAD52 inh | PGC1a acetyl inh | miR-122 sensor
O=C(C[C@H]1CC[C@H]2[C@@H](COC[C@@H](O)CN2C(=O)c2ccccc2F)O1)NCc1ccc(Cl)c(Cl)c1 | 0.4 | -2 | -9 | -3 | x | x | 3 | -1[16.7 µM]
CCCN(C)C[C@@H]1OCCCC[C@@H](C)Oc2ccc(NS(=O)(=O)c3c(C)noc3C)cc2C(=O)N([C@H](C)CO)C[C@@H]1C | -0.2 | 0 | 8 | 3 | -23 | 13 | 25 | 12[16.7 µM]
Cc1ccc(CC2CC(=O)N(Cc3ccco3)C2=O)cc1 (configuration not stated) | x | 0 | 0 | -6 | x | x | -7 | -4
CN1CCC(=O)N([C@H](CN=[N+]=[N-])c2ccccc2)CC1 | 0.7 | 3 | -2 | -1 | -3 | -9 | -2 | 2
COc1ccc(S(=O)(=O)c2ccccc2)cc1NS(=O)(=O)c1cccc(C(=O)O)c1 | x | 0 | 1 | 0 | -11 | -13 | -2 | -2
Cc1nnc(NC(=O)CSc2ncnc3c2cnn3-c2ccccc2C)s1 | x | 1 | 9 | 9 | x | x | 9 | 2
Cc1cc(=O)oc2cc(OCC(=O)NC3CCN(Cc4ccccc4)CC3)c(Cl)cc12 | x | 2 | 15 | 0 | 0 | -12 | 5 | -5
Cc1onc(-c2c(F)cccc2Cl)c1C(=O)NC(=S)Nc1c(C)n(C)n(-c2ccccc2)c1=O | -2.0 | 0 | -6 | 1 | -2 | 0 | 0 | -9
O=C(C[C@@H]1CC[C@@H](NC(=O)c2cccc(F)c2)[C@@H](CO)O1)NCc1ccc(Oc2ccccc2)cc1 | -0.6 | -3 | -5 | 2 | 0 | -2 | 2 | x
COC(=O)c1cnc(SCC(=O)c2ccccc2)n1C | 0.6 | 0 | 4 | 0 | -2 | -7 | 3 | 4
Cc1oc2c(CN3CCCCC3)c(O)ccc2c(=O)c1-c1ccc(Br)cc1 | 0.1 | 0 | -3 | 7 | -4 | -14 | x | x
O=C(Nc1ccc2c(c1)C(=O)N(c1ccccc1)C2=O)C1CCCO1 (configuration not stated) | x | -5 | 2 | -4 | x | x | 11 | 0
C=C1CCN(c2ccc(C(=O)NCCC)cc2[N+](=O)[O-])CC1 | 0.0 | 4 | -13 | 2 | 16 | -13 | 1 | 2
O=C(CN1C(=O)C2C3C=CC(C3)C2C1=O)Nc1ccc(C(=O)O)cc1 (configuration not stated) | x | -2 | -4 | -1 | x | x | -1 | -4
COc1ccc(C(=O)NN=C2CCCC2)c(OC)c1 | -0.2 | 0 | 7 | -4 | -2 | -2 | -1 | -3
CCOC(=O)N1CCN(C(=O)CN(c2ccc(C)c(C)c2)S(=O)(=O)c2ccccc2)CC1 | x | -1 | 5 | -11 | x | x | -18 | -3
CCc1ccccc1N1C(=O)CN(Cc2cc(OC)c(OC)c(OC)c2)C1=S | -0.3 | 0 | 3 | -1 | 0 | -6 | -3 | x
CC(C)(C)NC1=NCCNC(c2ccccc2)=C1 | 0.5 | -2 | -18 | 1 | 0 | -5 | 1 | x
CCC(C)NC(=O)c1ccccc1NS(=O)(=O)c1ccc(OC)c(OC)c1 (configuration not stated) | x | -1 | 2 | 2 | x | x | 18 | -2
CC(C)(CO)Nc1ncnc2onc(-c3ccc(F)cc3)c12 | -0.1 | -8 | -12 | 2 | 1 | -5 | 15 | 0
Cc1cc(NC(C)c2ccccc2)n2ncc(-c3ccccc3)c2n1 (configuration not stated) | 0.3 | -2 | 1 | -7 | -1 | -12 | -9 | 3
CCOC(=O)/C=C/C(=O)OCC(=O)Nc1c(Cl)cccc1Cl | x | -1 | -6 | 4 | 3 | 3 | 2 | 0
CN(C)CCN1CCN(C2CN(C3CCCCC3)S(=O)(=O)C2)CC1 (configuration not stated) | x | -3 | -4 | 6 | x | -15 | -3 | 6
CCOc1ccccc1Nc1cc(C)nc2ccc(C)cc12 | x | 0 | 5 | -1 | 2 | -8 | -11 | 0
CC(C)NC(=O)Nc1ccc2c(c1)C(=O)N([C@@H](C)CO)C[C@@H](C)[C@@H](CN(C)S(=O)(=O)c1ccc(F)cc1)OCCCC[C@H](C)O2 | 0.1 | -2 | -6 | 0 | 5 | 12 | -1 | -4[16.7 µM]
CN(C)C(=O)c1cccc(-c2ccccc2[C@@H]2[C@@H](C#N)N(C(=O)C3CCC3)[C@@H]2CO)c1 | 0.1 | x | x | x | 0 | -3 | -5 | x
O=C(CC(c1ccccc1)c1ccccc1O)NCc1ccccc1Cl (configuration not stated) | x | 0 | -1 | -4 | x | x | x | 34
